AMA1 RON2 block: disrupts binding of P. falciparum AMA1 to RON2; 0.2% of 360,000 active; AlphaScreen AMA1-biotinylated RON2 peptide binding; AID 720542; Potency, µM (highest dose often 58.2 µM), for inactives: at the top dose activity change, negative = inhibition, most hits filed as inhibitors;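 further: potency means the concentration at half of the fitted maximal effect; 0% = vehicle wells and -100% = peptide control; nearly all actives have a fitted effect of over 45% in size; some results filed as inactive show a strong effect at the top dose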
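AMA1 (3D7) with his tag at 25 nM final met compounds first, then biotinylated RON2 peptide at 25 nM; detection used donor plus acceptor beads, 10 µg/mL apiece, read by AlphaScreen after 30 min at room temperature.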
Pf growth 48h: inhibits P. falciparum growth in the first generation, 48 h | P. falciparum luciferase growth in erythrocytes, 48 h | Potency, µM (highest dose often 28.7 µM), inactives show at the highest dose activity change, negative = inhibition, hits mostly inhibitors | 5.9% of 310,000 active | AID 504832; further: potency means the concentration at half of the fitted maximal effect; on the % scale 0 is the no-effect control and ±100 the full control effect
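Compounds are pin-transferred into medium, infected erythrocytes (2% hematocrit, 0.1% parasitemia final) are added, and plates sit one parasite generation at 37 C in 5% CO2. Detection reagent is then added and luminescence measured.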
TbPYK inhibitor: inhibitors of Trypanosoma brucei pyruvate kinase; Q57TT1; TbPYK enzyme, Kinase-Glo Plus ATP luminescence, 45 min; Potency, µM (top dose mostly 76.8 µM), for inactives: at the highest dose activity, negative = inhibition, hits mostly inhibitors; 0.12% of 410,000 active; AID 624173; further: potency means the concentration at half of the fitted maximal effect; on the % scale 0 is the no-effect control and ±100 the full control effect; nearly all actives have a fitted effect of over 50% in size
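Readout: single end-point luminescence (Kinase-Glo Plus, 10 min). Reaction conditions were TbPYK/substrate plus 130 uM ADP, 45 min at RT, pH 7.2 TEA buffer. No-enzyme wells served as controls, and data were normalized before concentration-response fitting.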
LmPK inhibitor: blocks Leishmania mexicana pyruvate kinase activity. Q27686. purified LmPK, Kinase-Glo ATP luminescence, 1 h. Potency, µM (series often up to 57.5 µM), for inactives: at the highest dose activity change, negative = inhibition, hits mostly inhibitors. 0.37% of 290,000 active. AID 1721; further: potency means the concentration at half of the fitted maximal effect; on the % scale 0 is the no-effect control and ±100 the full control effect
Target sequence (Q27686 whole entry, looked up): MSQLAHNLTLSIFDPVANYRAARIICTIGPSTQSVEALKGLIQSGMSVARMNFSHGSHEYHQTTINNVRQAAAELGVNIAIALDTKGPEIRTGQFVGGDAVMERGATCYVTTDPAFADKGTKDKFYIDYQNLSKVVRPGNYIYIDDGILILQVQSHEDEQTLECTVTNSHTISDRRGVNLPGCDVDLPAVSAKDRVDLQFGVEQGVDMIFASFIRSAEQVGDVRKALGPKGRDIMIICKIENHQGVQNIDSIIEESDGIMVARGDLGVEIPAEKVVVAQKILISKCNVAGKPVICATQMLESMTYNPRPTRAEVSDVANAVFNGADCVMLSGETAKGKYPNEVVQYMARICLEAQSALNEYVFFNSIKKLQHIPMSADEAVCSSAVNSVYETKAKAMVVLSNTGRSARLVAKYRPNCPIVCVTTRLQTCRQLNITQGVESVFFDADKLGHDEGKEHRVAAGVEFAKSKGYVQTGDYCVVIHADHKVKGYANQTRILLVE
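ATP generated from ADP (0.1 mM) and PEP (0.5 mM) by 0.1 nM LmPK over 1 h at room temperature (pH 7.2 imidazole buffer) was detected by coupled luciferase luminescence. Values were normalized to uninhibited and no-enzyme wells.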
Shiga inhibitor: Shiga toxin inhibition | Vero cells, Shiga toxin protein synthesis inhibition reporter | inhibition, % at 38.7 µM | 9.2% of 290,000 active; in the data active means inhibition mostly above about 28%, no sharp cut-off; inactive means mostly below about 43%; further: 0% is about no effect
Pf growth 96h: P. falciparum growth inhibition at 96 hour, primary screen for plastid delayed-death inhibitors; Potency, µM (top dose mostly 28.7 µM), inactives show at the top dose activity change, negative = inhibition, most hits filed as inhibitors; 6.9% of 320,000 active; AID 504834; P. falciparum luciferase reporter growth, 96 h; further: potency means the concentration at half of the fitted maximal effect; on the % scale 0 is the no-effect control and ±100 the full control effect
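Readout is luminescence from an integrated firefly luciferase in P. falciparum. Red cells, 2% hematocrit and 0.05% parasitemia final, were cultured with compound through two parasite generations (96 hours) at 37 C, 5% CO2.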
Cycloheximide cs: counter-screen hit for Shiga toxin inhibitors, cycloheximide | 12% of 300,000 active | cell reporter, cycloheximide protein synthesis inhibition counterscreen | max response, %; in the data active means max response mostly above about 13%, no sharp cut-off; inactive means mostly below about 14%; further: read at 38.3 µM for the half of the compounds with a filed dose; 0% is about no effect
* = called active by the depositor; u = inconclusive; x = not tested or not shown; [ ] = another dose, or the depositor's remark. Unless noted, the call rests on the fitted dose curve; in most records, active means well fitted curve in the direction sought with a large enough effect; inconclusive means small, poorly fitted or top-dose-only effect, or another doubt; inactive means no such curve, though single readings can be large; an effect the other way counts as inactive or inconclusive. Rows were taken by chance; 21% or so of the library scored in one or more.

nr	compound	AMA1 RON2 block	Pf growth 48h	TbPYK inhibitor	LmPK inhibitor
1	O=C(Nc1ccccn1)c1sc2cc([N+](=O)[O-])ccc2c1Cl	-5%	72%[activator]	u	-9%
2	Cc1cc(C)cc(NC(=O)CSc2nnc(C3CC3)n2CC2CCCO2)c1 (centres undefined)	4%	7%	-3%	2%
3	OC(COCc1cccs1)CN1CCN(c2ccccn2)CC1 (centres undefined)	0%	-8%	-4%	-1%
4	COC(=O)c1ccc(NC(=S)N2CCN(Cc3ccccc3OC)CC2)cc1	-8%	-15%	-5%	3%
5	CCCCC(=O)OCC(=O)Nc1ccc(SC(F)F)cc1	-12%	30%	-6%	-4%
6	Cc1ccc(Oc2cc(NN3CCCCC3)c([N+](=O)[O-])cc2[N+](=O)[O-])c(Cl)c1	-9%	u	0%	4%
7	O=C1CC(C(=O)Nc2ccc(Br)cc2)S/C(=N\N=C\c2ccco2)N1 (centres undefined)	74%[activator]	16%	1%	4%
8	CC(=O)Nc1ccc(OCC(O)CN2CCN(c3cc(Cl)ccc3C)CC2)cc1 (centres undefined)	0%	u	-1%	2%

nr	Shiga inhibitor	Pf growth 96h	Cycloheximide cs
1	59*	320%[activator]	21*
2	-7	-1%	-2
3	34	27%	-3
4	-4	-5%	-1
5	28	59%[5.75 µM]	6
6	-6	13µM*	1
7	-3	22%	-3
8	18	u	0

Among those listed so far, 3 have nitrogen in an aromatic ring:
nr	compound	AMA1 RON2 block	Pf growth 48h	TbPYK inhibitor	LmPK inhibitor
1	O=C(Nc1ccccn1)c1sc2cc([N+](=O)[O-])ccc2c1Cl	-5%	72%[activator]	u	-9%
2	Cc1cc(C)cc(NC(=O)CSc2nnc(C3CC3)n2CC2CCCO2)c1 (centres undefined)	4%	7%	-3%	2%
3	OC(COCc1cccs1)CN1CCN(c2ccccn2)CC1 (centres undefined)	0%	-8%	-4%	-1%

nr	Shiga inhibitor	Pf growth 96h	Cycloheximide cs
1	59*	320%[activator]	21*
2	-7	-1%	-2
3	34	27%	-3

(cont.)
nr	compound	AMA1 RON2 block	Pf growth 48h	TbPYK inhibitor	LmPK inhibitor
9	COc1ccc(C(=O)Nn2c(SCC(=O)c3ccccc3)nc3ccccc3c2=O)cc1	-10%	-25%	-6%	-11%
10	Cc1cc(Nc2ccc(Br)c(C)c2)n2nc(C)nc2n1	25%	0.26µM*	-10%	1%
11	COCCn1c(SCC(N)=O)nc2c(c1=O)SC(C)C2 (centres undefined)	-1%	-1%	-7%	1%
12	COc1ccc(N(C)S(=O)(=O)c2cccc(C(=O)Nc3ccc(N4CCOCC4)cc3)c2)cc1	14%	8.3µM*	-6%	x
13	COCCn1c(=NC(=O)c2ccc(S(=O)(=O)N3CCc4ccccc4C3)cc2)sc2cc(OC)ccc21	-7%	u	-3%	7%
14	Cc1[nH]c2ccccc2c1C(=O)COC(=O)Cn1cnc2ccccc21	-4%	4%	2%	2%
15	Cc1nn(C)cc1C1C2=C(CC(C)(C)CC2=O)OC2=C1C(=O)CC(C)(C)C2	-6%	-23%	-2%	-3%
16	COc1cccc(C2CC(c3ccccc3Cl)Nc3nc(N)nn32)c1 (centres undefined)	-5%	5%	-1%	-3%

nr	Shiga inhibitor	Pf growth 96h	Cycloheximide cs
9	99	x	38*
10	-12	10µM*	-4
11	1	9%	-2
12	x	u	x
13	-5	5.2µM*	-4
14	-10	-10%	-1
15	-9	-15%	-2
16	13	-29%	-1

The list goes on.
nr	compound	AMA1 RON2 block	Pf growth 48h	TbPYK inhibitor	LmPK inhibitor
17	COCCN=c1scc(C)n1/N=C/C1CC2C=CC1C2 (centres undefined)	22%	u	-4%	10%
18	O=C(NC1(C(F)(F)F)N=C(c2ccccc2)NC1=O)c1ccc(Cl)cc1Cl (centres undefined)	-11%	-2%	3%	3%
19	O=C(/C=C/c1cccc([N+](=O)[O-])c1)Nc1ccccc1N1CCOCC1	-3%	u	-14%	-1%
20	CC(C)Oc1ccc(C(=O)NC2(C(F)(F)F)N=C3SCCN3C2=O)cc1 (centres undefined)	29%	1%	8%	0%
21	CC(C)=CC[N+]1(C)CCCCC1	-15%	u	-11%	0%
22	CCCCCCCCNC(=O)C(CCC(=O)OCc1ccccc1)NC(C)=O (centres undefined)	1%	x	1%	4%
23	O=C1Nc2ccc([N+](=O)[O-])cc2OC1CCN1CCN(Cc2ccccc2)CC1 (centres undefined)	-5%	19%	3%	6%
24	Cc1cccc(C(=O)OC2CCOC2=O)c1C (centres undefined)	30%	41%[activator]	1%	6%

nr	Shiga inhibitor	Pf growth 96h	Cycloheximide cs
17	55	u	13*
18	-11	u	-3
19	-10	-17%	-2
20	-17	x	-3
21	-6	-27%	5
22	23	u	15
23	-3	u	1
24	-6	45%[activator]	-4

More structures.
nr	compound	AMA1 RON2 block	Pf growth 48h	TbPYK inhibitor	LmPK inhibitor
25	COc1ccc(NC(=O)/C=C/c2cc(OC)c(OC)c(OC)c2)cn1	2%	3%	-10%	0%
26	O=c1oc(Nc2ccccc2Cl)nc2ccccc12	0%	114%[activator]	-3%	-1%
27	COc1ccc(CC(=O)Nc2nc3ccccc3[nH]2)cc1	11%	u	-4%	-1%
28	Cc1ccsc1C(=O)C1CCCN(Cc2cccn2-c2ccccn2)C1 (centres undefined)	-9%	u	-4%	6%
29	COc1ccccc1NC(=O)C1CCCN(S(=O)(=O)c2ccc3c(c2)CC(C)N3C(C)=O)C1 (centres undefined)	5%	u	0%	-9%
30	Cc1ccc(CC(=O)NC2CCN(C)CC2)cc1	-6%	2%	5%	-1%
31	CCCC1(C)Nc2ccccc2-c2nc3ccccc3n21 (centres undefined)	12%	u	0%	-8%
32	CCOC(=O)c1[nH]cnc1C(=O)Nc1ccncc1	u	6%	-5%	3%

nr	Shiga inhibitor	Pf growth 96h	Cycloheximide cs
25	14	18%	8
26	31	55%[activator]	23*
27	-7	-3%	6
28	-11	7%	-3
29	-11	0%	-9
30	-16	68%[activator]	-2
31	81*	2.1µM*	53*
32	-12	-4%	-2

More structures.
nr	compound	AMA1 RON2 block	Pf growth 48h	TbPYK inhibitor	LmPK inhibitor
33	CC(C)NC(=O)CCn1ccc2cc(S(=O)(=O)N3CCCC3)ccc21	1%	15%	-1%	3%
34	CCOC(=O)C1CCCN(C(=O)COC(=O)c2cc(=O)c3ccccc3o2)C1 (centres undefined)	0%	12%	-2%	0%
35	Cc1nc2scc(C)n2c(=O)c1S(=O)(=O)Nc1ccc(F)cc1	-9%	14%	1%	-3%
36	Cc1ccc(NC(=O)CN(C)CCOc2ccccc2)c([N+](=O)[O-])c1	0%	0%	10%	4%
37	CC(=O)c1ccc(NC(=O)CSc2ccc(-c3ccc4c(c3)OCO4)nn2)cc1	5%	69%[activator]	0%	-3%
38	Oc1ccc(O)cc1	x	-12%	-9%	x
39	Cc1c([N+](=O)[O-])nnn1-c1cc(Cl)cc(Cl)c1	9%	13%	3%	-2%
40	CC(C)CC(C(=O)Nn1cnnc1)N1C(=O)c2ccccc2C1=O (centres undefined)	40%[activator]	12%	2%	0%

nr	Shiga inhibitor	Pf growth 96h	Cycloheximide cs
33	-8	-29%	-2
34	-22	8%[5.75 µM]	0
35	7	62%[activator]	-6
36	-5	33%[activator]	-3
37	3	45%[activator]	22
38	x	u	x
39	15	16%	3
40	-9	u	-1

(listing goes on)
nr	compound	AMA1 RON2 block	Pf growth 48h	TbPYK inhibitor	LmPK inhibitor
41	Cc1ccccc1C(=O)N1CCC(C(=O)Nc2cccc(S(=O)(=O)N3CCCCC3)c2)CC1	0%	15µM*	-16%	x
42	CSc1ncc(OCc2ccccc2)c(=O)[nH]1	0%	3%	-2%	-2%
43	Cc1cc(C(=O)Nc2ncn(Cc3ccc(F)cc3)n2)ccc1[N+](=O)[O-]	115%[activator]	-11%	1%	1%
44	O=C(Cc1ccccc1Cl)Nc1ccc(S(=O)(=O)Nc2nccs2)cc1	-9%	-24%	1%	-1%
45	COc1ccc2cc(C#N)c(N3CCN(C(=O)c4ccccc4C)CC3)nc2c1	3%	u	-2%	-4%
46	COc1cc2cc(C(=O)Nc3ccccc3)c(N)nc2cc1OC	12%	2.3µM*	-11%	0%
47	COC(C[C@@H]1O[C@H]1[C@@H](O)COCc1ccccc1)OC	6%	0%	3%	-5%
48	Cn1cnnc1SCC(=O)NC(=O)NCc1ccccc1	0%	2%	-2%	x

nr	Shiga inhibitor	Pf growth 96h	Cycloheximide cs
41	x	u	x
42	6	39%[activator]	5
43	-1	30%	10
44	-3	u	-2
45	31	31%[activator]	-2
46	-11	u	-3
47	-9	-6%	-3
48	x	10%	x

Next section
nr	compound	AMA1 RON2 block	Pf growth 48h	TbPYK inhibitor	LmPK inhibitor
49	O=C(/C=C/c1ccco1)NC(=S)Nc1nc(-c2ccc(Cl)cc2)cs1	-15%	22%	-11%	2%
50	Oc1ccccc1-c1nnc(SCCN2CCOCC2)n1Cc1ccccc1	u	u	1%	-5%
51	Cc1c(C(=O)Nc2cccnc2)oc2ccc(Br)cc12	-5%	31%[activator]	2%	-7%
52	C=CCNC(=O)CN1N=C(c2ccc(C)cc2)CCC1=O	-3%	3%	7%	3%
53	O=C(CSc1nc(-c2cccs2)cc(C(F)(F)F)n1)Nc1cc(OCC(F)(F)C(F)F)cc([N+](=O)[O-])c1	-24%	u	-11%	0%
54	O=C(/C=C\c1cccs1)c1c(O)ccc2ccc(=O)oc12	-2%[11.6 µM]	-10%	8%	5%
55	Cc1cccc(C(=O)NCCN2CCOCC2)c1[N+](=O)[O-]	12%	80%[activator]	-9%	-7%
56	Cc1ccc(OCCSC2=NN2c2cc(C)nc(N)n2)cc1	27%	8%	-9%	5%
57	O=C(Nc1c2c(nn1-c1ccc(F)cc1)CS(=O)C2)c1ccc(S(=O)(=O)N2CCOCC2)cc1 (centres undefined)	-15%	-31%	1%	0%
58	O=C(O)C1=C[C@H](c2ccc(Br)cc2)C[C@H](OCc2ccc(CO)cc2)O1	-3%	43%[activator]	2%	-5%
59	N#CC1(NC(=O)CN2CCc3ccccc3C2)CCCC1	-11%	7%	-8%	2%

nr	Shiga inhibitor	Pf growth 96h	Cycloheximide cs
49	1	u	1
50	26	x	1
51	75*	15%	34*
52	-7	u	-2
53	-11	u	-4
54	-13	u	-5
55	7	-15%	4
56	18	22%	-3
57	-8	34%[activator]	-1
58	-12	36%[activator]	1
59	-12	-11%	-5

3 entries drawn at random from those above, as already listed:
nr	compound	AMA1 RON2 block	Pf growth 48h	TbPYK inhibitor	LmPK inhibitor
53	O=C(CSc1nc(-c2cccs2)cc(C(F)(F)F)n1)Nc1cc(OCC(F)(F)C(F)F)cc([N+](=O)[O-])c1	-24%	u	-11%	0%
52	C=CCNC(=O)CN1N=C(c2ccc(C)cc2)CCC1=O	-3%	3%	7%	3%
56	Cc1ccc(OCCSC2=NN2c2cc(C)nc(N)n2)cc1	27%	8%	-9%	5%

nr	Shiga inhibitor	Pf growth 96h	Cycloheximide cs
53	-11	u	-4
52	-7	u	-2
56	18	22%	-3

Compound activity: PubChem, National Center for Advancing Translational Sciences (NCATS)
